High-throughput results from PubChem BioAssay.
ELG1 DNA repair = qHTS screen for small molecules that inhibit ELG1-dependent DNA repair in human embryonic kidney (HEK293T) cells expressing luciferase-tagged ELG1; 2.3% of 330,000 active; AID 504467, 2011; HEK293T ELG1-luciferase reporter, luminescence, 16 h; DNA damage induced by 5-fluorouridine; Potency, µM (top dose mostly 46.1 µM), for inactives: at the highest dose activity change, negative = inhibition, hits mostly inhibitors; further: potency means the concentration at half of the fitted maximal effect; on the % scale 0 is the no-effect control and ±100 the full control effect; nearly all actives have a fitted effect of over 55% in size
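Cells (2,000 per well) received 5-fluorouridine plus test compound or DMSO and were incubated 16 hr at 37 °C, 5% CO2. Luciferase activity was read by luminescence 30 min after ONE-Glo addition; signal suppression marked inhibition of damage-induced ELG1 function.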
hERG WT inh = qHTS for Inhibitors of KCHN2 3.1: Wildtype qHTS. Voltage-gated inwardly rectifying potassium channel KCNH2 (Homo sapiens), Q12809. U2OS, BacMam KCNH2, thallium flux FluxOr; stronger effect = lower value. activity change, % at 1.84 µM. 0.37% of 340,000 active. AID 720551, 2013;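 active means maximum activity change below -70%; inconclusive means maximum activity change between -70% and -50%; inactive means maximum activity change above -50%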; further: on the % scale 0 is the no-effect control and ±100 the full control effect
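U2OS cells were transduced with wild-type KCNH2 virus (2.03 x 10^8 / mL) for 4 h at room temperature, then cultured overnight at 37 C. Thallium flux was read with FluxOr dye. Rate constants were normalized to DMSO controls.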
TSHR antagonist = Antagonists of the Thyroid Stimulating Hormone Receptor: HTS campaign. Thyrotropin receptor (Homo sapiens), P16473. TSHR-expressing cells, TSH-stimulated cAMP HTRF, 2 h; stronger effect = lower value. activity change, negative = inhibition, % at 11.5 µM. 0.2% of 330,000 active. AID 504810, 2011;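 active means activity change below a set negative limit, meaning inhibition stronger than a set level, cut at about -70% in these data; inconclusive means activity change between two set negative limits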; further: on the % scale 0 is the no-effect control and ±100 the full control effect
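Read-out is FRET at 665 nm (cryptate excitation 337 nm) from a cryptate-tagged anti-cAMP antibody, competed by cell cAMP against cAMP-d2. Compounds are tested on freshly harvested TSHR cells challenged with 4nM TSH (EC80) for 2 hours at 37 deg C.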
KCNH2 3.1 inh = qHTS for Inhibitors of KCHN2 3.1: Mutant qHTS | Potassium voltage-gated channel subfamily H member 2, brain isoform KCNH2 3.1 (human) | U2OS KCNH2 3.1, thallium flux FluxOr; stronger effect = lower value | activity change, % (tested at about 1.8 µM) | 0.95% of 340,000 active | AID 720553, 2013;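 active means maximum activity change below -70%; inconclusive means maximum activity change from -70% to -50%; inactive means maximum activity change above -50%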;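 further: thallium influx rate constant from kinetic fluorescence after stimulation buffer; on the % scale 0 is the no-effect control and ±100 the full control effect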
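Measured as rate of thallium-driven FluxOr signal in transduced U2OS cells carrying the 3.1 channel, read kinetically for 2 min upon stimulation; values are rate constants scaled to DMSO control wells.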
USP2a block = qHTS Assay for Inhibitors of Ubiquitin-specific Protease USP2a Using CHOP2 as the Reporter. 0.01% of 330,000 active. Potency, µM (top dose mostly 38.3 µM), without a hit: at the top dose activity change, negative = inhibition, hits mostly inhibitors. USP2 core, Ub-CHOP2 coupled fluorogenic reporter, 485/531. Ubiquitin carboxyl-terminal hydrolase 2 (Homo sapiens), O75604;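 further: potency means the concentration at half of the fitted maximal effect; plate controls were DMSO wells for no effect and full inhibition by NEM control for full effect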
Target sequence (O75604 whole entry, looked up): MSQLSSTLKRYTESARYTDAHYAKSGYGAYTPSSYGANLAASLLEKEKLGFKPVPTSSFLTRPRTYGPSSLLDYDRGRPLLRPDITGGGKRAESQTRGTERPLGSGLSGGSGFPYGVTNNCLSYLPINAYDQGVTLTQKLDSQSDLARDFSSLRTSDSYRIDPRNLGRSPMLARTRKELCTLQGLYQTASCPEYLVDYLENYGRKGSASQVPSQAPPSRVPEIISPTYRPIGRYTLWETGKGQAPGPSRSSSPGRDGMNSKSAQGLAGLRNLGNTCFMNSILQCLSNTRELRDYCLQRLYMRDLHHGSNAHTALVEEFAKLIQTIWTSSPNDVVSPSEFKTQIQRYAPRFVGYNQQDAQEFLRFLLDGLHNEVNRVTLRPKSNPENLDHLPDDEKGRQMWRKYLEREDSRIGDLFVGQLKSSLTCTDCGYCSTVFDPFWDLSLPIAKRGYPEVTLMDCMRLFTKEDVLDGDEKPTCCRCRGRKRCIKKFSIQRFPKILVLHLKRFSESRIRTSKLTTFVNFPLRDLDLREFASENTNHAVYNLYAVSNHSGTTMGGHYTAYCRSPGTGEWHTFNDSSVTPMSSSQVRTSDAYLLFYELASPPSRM
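USP2 core (10nM final) preincubated 30min RT with compound in 20mM Tris-HCl pH 8.0, 2mM CaCl2, 2mM beta-mercaptoethanol, 0.05% CHAPS; 25nM Ub-CHOP2 plus 25nM reporter substrate added, fluorescence (Ex485/Em531) read after 60min.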
TCR activator = Activators of T cell receptors: qHTS campaign; primary human leukocytes, anti-CD3, IL-2 HTRF, 48 h; Potency, µM (top dose mostly 9.22 µM), inactives show at the top dose activation of IL-2 secretion, usual class: activators; 330,000 tested, under 10 active; AID 504894, 2011; further: % of control where 0% means no effect
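Human primary leukocytes + a-CD3 beads + cpd, 48 hr; IL-2 in supernatant by HTRF (ex 320nm / em 665nm). No co-stimulatory signal supplied.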
A-T KAP1 phos = qHTS Assay for Identifying a Potential Treatment of Ataxia-Telangiectasia. […] A-T fibroblasts, KAP-1 phosphorylation AlphaLISA; neocarzinostatin DNA damage 30 min before lysis. Potency, µM (series often up to 57.5 µM), without a hit: at the highest dose activation, usual class: activators. 0.19% of 320,000 active. AID 485349, 2010; further: potency means the concentration at half of the fitted maximal effect; % of control where 0% means no effect; nearly all actives have a fitted effect of over 45% in size
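ATM-like activity read as KAP-1 phosphorylation via AlphaLISA donor/acceptor antibody pairs after lysis and 6 hr at 25C. Cells were ATM-null patient fibroblasts ([…], hTERT), dosed 60 min, then exposed to the DSB inducer NCS for 30 min.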
Eya2 phos inh = qHTS Assay for Inhibitors of the Phosphatase Activity of Eya2; Potency, µM (titrated, usually from 76.9 µM), without a hit: top-dose activity, negative = inhibition, hits mostly inhibitors; 0.006% of 330,000 active; Protein phosphatase EYA2 (Homo sapiens), O00167; recombinant Eya2, OMFP fluorescence dephosphorylation (OMFP is methylfluorescein phosphate); further: potency means the concentration at half of the fitted maximal effect; on the % scale 0 is the no-effect control and ±100 the full control effect
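Eya2 protein (added as 0.2 uM solution) was preincubated with compound for 10 min at ambient temperature in 50 mM HEPES pH 7.5, 50 mM NaCl, 5 uM MgCl2, 0.05% BSA, 1 mM DTT. OMFP (added at 50 uM) then reacted 10 min; fluorescence read at 485/525 nm.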
Mito fusion act = qHTS Assay for Small Molecule Inhibitors of Mitochondrial Division or Activators of Mitochondrial Fusion; 0.23% of 320,000 active; Potency, µM (titrated, usually from 46.1 µM), without a hit: top-dose growth rescue (activation), usual class: activators; AID 485298, 2010; S. cerevisiae fusion-defective mutant growth rescue, CellTiterGlo 48 h;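 further: potency means the concentration at half of the fitted maximal effect; % of control where 0% means no effect; nearly all actives have a fitted effect of over 45% in size; temperature-sensitive fusion mutants such as fzo1-1 at 37 °C on non-fermentable ethanol glycerol medium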
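Yeast fusion mutant, YPEG (non-fermentable carbon), compound, 48 h at 37C non-permissive; CellTiterGlo added, 10 min RT, luminescence read. Rescued growth = division inhibition.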
TRPV1 agonist = HTS Assay for Compounds that Act as Agonists of the Vanilloid Receptor 1. TRPV1-expressing cells, Fluo-8 calcium influx, agonist mode. AID 540275, 2011. Transient receptor potential cation channel subfamily V member 1 (Homo sapiens), Q8NER1. activation, % at 8.33 µM. 0.19% of 320,000 active; in the data active means activation above about 80%; inconclusive means between about 30% and that limit; further: 0% is about no effect
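Cells expressing TRPV1 were dye-loaded with Fluo-8 and read kinetically: 10 s baseline, 3 min after compound (agonist portion), then 2 min after EC20 capsaicin (allosteric enhancer portion). Calcium-bound dye fluorescence at 480/520 nm.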
* hit, by the source's call; ? = inconclusive; · = not tested or not shown; [ ] = remark or other dose. Unless noted, the call rests on the fitted dose curve; in most records, active means well fitted curve in the direction sought with a large enough effect; inconclusive means small, poorly fitted or top-dose-only effect, or another doubt; inactive means no such curve, though single readings can be large; an effect the other way counts as inactive or inconclusive. This is a subset; count on the stated rates, not on these rows.

SMILES | ELG1 DNA repair | hERG WT inh | TSHR antagonist | KCNH2 3.1 inh | USP2a block | TCR activator | A-T KAP1 phos | Eya2 phos inh | Mito fusion act | TRPV1 agonist
O=C1CCCc2c1cc(-c1ccccc1)n2-c1ccccc1 | 17.5% | 4.1 | -30.9 | -17.7 | 1.5% | 4.0% | -6.8% | -6.7% | 8.9% | ?
COc1ccc(C)cc1S(=O)(=O)Nc1ccc(F)cc1 | 25.6% | -3.1 | -6.7 | -3.8 | -1.4% | 7.8% | 4.7% | 0.4% | -6.4% | 9.4
O=C(NCCC1=CCCCC1)c1cccc(S(=O)(=O)N2CCCCC2)c1 | -19.2% | -0.2 | -14.6 | 12.0 | 1.1% | -4.0% | -0.4% | 18.9% | -4.1% | ?
COc1ccc(OC)c(NC(=O)c2ccc(N3C(=O)C4CC=C(C)CC4C3=O)cc2)c1 (configuration not stated) | -22.1% | -1.0 | 8.5 | 10.4 | -1.0% | -6.2% | -0.1% | -1.8% | 14.8% | 14.7
CCOC(=O)c1ccc(NC(=O)Nc2ccon2)cc1 | ? | -2.7 | 10.9 | 3.3 | -1.2% | -7.9% | 0.0% | 8.9% | 1.7% | 4.9
CCOc1ccc(/C=N/NC(=O)c2csc(C)c2C)c(OCC)c1 | 2.3% | -8.3 | -1.5 | -80.8* | -3.3% | 0.6%[46.1 µM] | 0.8% | -6.4% | -2.2% | 10.3
CC(C)Oc1cccc(C(=O)NC(=S)Nc2cccnc2)c1 | ? | 27.9 | -16.3 | 2.4 | -1.0% | -16.6%[46.1 µM] | 9.1% | 2.4% | -19.5% | 5.0
Fc1cccc(Cl)c1CSc1nnc(CN2CCOCC2)n1-c1ccccc1 | -5.0% | -1.5 | -6.2 | -3.4 | 0.1% | -4.8% | 2.2% | 0.3% | 1.3% | 4.6
Cc1ccc(-n2[nH]c(C)c(CCC#N)c2=O)cc1 | -5.8% | -5.3 | 9.1 | -9.9 | 3.4% | -4.5%[46.1 µM] | -0.4% | -2.9% | -9.3% | 6.6
CC1CC(C)CN(S(=O)(=O)c2ccc(C(C)(C)C)cc2)C1 (configuration not stated) | -17.4% | -2.9 | -29.1 | 21.0 | -0.7% | -1.7% | 7.0% | -7.9% | 10.7% | 23.4
Cc1cccc(N=C2NC(=O)/C(=C\c3cccs3)S2)c1 | ? | -4.3 | 97.1 | 6.0 | -7.6% | -5.7%[46.1 µM] | -4.7% | -3.0% | 14.2% | -6.1
COc1ccc(OCCNC(=O)c2ccccc2Cl)cc1 | 15.2% | 5.0 | 12.0 | 17.9 | 0.8% | 2.0% | 3.3% | -3.3% | 9.0% | -3.0
O=C(/C=C/c1c(F)cccc1Cl)N1CCc2ccccc2C1 | ? | -13.5 | -4.6 | -14.8 | 1.1% | -5.3% | 13.2% | -6.6% | ? | 28.7
Cc1cc(OCC(=O)Nc2ccc(Br)cc2)cc2c1C(=O)CC(C)(C)O2 | 14.6µM* | -1.5 | -6.7 | -13.5 | -5.8% | 3.9% | -2.6% | -5.9% | -7.4% | ·
COC(=O)C1=C(O)/C(=C\c2ccc(CNS(=O)(=O)c3ccccc3)o2)N=C1C | 11.0% | -7.2 | 7.8 | -5.5 | 1.6% | 1.6% | -6.5% | 0.3% | -2.7% | 1.4
COc1cc2ncnc(NCCc3ccccc3)c2cc1OC | ? | -7.7 | 0.2 | 24.0 | -2.6% | -0.2% | -8.6% | -1.0% | -0.3% | 6.9
O=C1N(c2ccccc2C(F)(F)F)O[C@@]1(c1ccccc1)C1CCCCC1 | ? | -3.6 | -24.3 | -4.3 | -0.6% | -0.3% | 16.7% | -17.7% | -22.9% | 13.3
CCc1n[nH]c2c1C(=O)CC(C)(C)C2 | 21.1% | 4.8 | -2.0 | 1.4 | 2.2% | 2.7% | -0.6% | 2.9% | 0.9% | -4.3
CCOC(=O)CSc1nc(Cc2ccccc2)nc2ccccc12 | -1.9% | 4.7 | -0.5 | 10.6 | -6.8% | -5.5% | 1.7% | -1.0% | 20.6% | ?
CNC(=O)Cn1nc(-c2ccc(C)cc2)c2ccccc2c1=O | 7.7% | 9.6 | 9.1 | 13.4 | 0.3% | 3.2% | -1.1% | -24.9% | 1.3% | 0.6
CCCCn1cnc2sc3c(c2c1=N)CCCC3 | -4.6% | 12.9 | 6.4 | -0.1 | 0.3% | 7.5% | -2.0% | -7.7% | -1.8% | -0.2
O=C(CSc1nnc(-c2ccco2)o1)c1ccc(O)cc1O | -5.7% | 3.2 | -13.2 | -17.7 | 1.1% | 5.2% | -6.4% | 6.6% | 4.4% | 0.9
CC1CC(C)CN(S(=O)(=O)c2ccc(C(=O)N3CCCC3)cc2)C1 (configuration not stated) | -30.2% | -5.0 | 8.2 | 7.9 | 0.6% | -1.7% | -6.9% | 1.4% | 1.2% | 17.0
COc1cccc(CCNC(=O)CCc2nnc(-c3ccc4c(c3)OCO4)o2)c1 | 12.5% | -16.6 | -4.8 | 12.4 | 2.5% | -1.3% | 9.7% | -4.8% | -0.4% | 0.5
COc1cccc(-c2nc(CS(=O)(=O)CC(=O)NCc3ccc4c(c3)OCO4)c(C)o2)c1 | -14.1% | 8.2 | 2.5 | 8.1 | 0.3% | 0.2% | -6.4% | -1.3% | -14.6% | -4.5
CCC(=O)c1c[nH]c(C(=O)NCc2cccc(C(F)(F)F)c2)c1 | 26.1% | -4.1 | 1.4 | -13.0 | 1.1% | 3.5% | -8.8% | -4.8% | -17.5% | 4.7
COc1ccc(OCCOC(=O)c2cccc(-n3cnnn3)c2)cc1 | ? | 1.5 | -0.9 | 0.7 | 0.9% | 1.3% | 5.3% | -20.8% | 1.0% | -4.1
CC(C)(C)C(=O)/C=C(\N)c1ccncc1 | ? | -16.9 | -3.2 | -1.5 | 1.1% | -2.5% | 11.9% | -2.2% | 2.1% | -2.7
CC1(c2ccccc2)CC(C)(C)N(C(=O)c2cc([N+](=O)[O-])cc([N+](=O)[O-])c2)c2ccccc21 (configuration not stated) | -0.6% | 5.3 | -6.1 | 7.6 | 1.5% | 0.3%[46.1 µM] | -15.4% | 4.2% | 8.2% | -1.2
Cc1[nH][nH]c(=O)c1C(c1cc([N+](=O)[O-])ccc1O)c1c(C)[nH][nH]c1=O | 5.2% | 3.7 | 0.7 | 11.1 | 3.1% | 1.5%[46.1 µM] | 0.3% | -2.4% | 2.8% | -1.8
O=C(CCN1C(=O)/C(=C/c2ccccc2)SC1=S)Nc1ccccn1 | 18.4% | -7.1 | 8.6 | -19.9 | 1.8% | 7.4% | 3.3% | 5.8% | 0.4% | 1.6
Cc1cccc(C)c1N1CCN(c2cc(Cl)nc(N)n2)CC1 | 6.3% | -9.0 | 1.3 | -8.3 | 0.7% | 1.2% | -25.0% | 6.4% | -2.0% | 1.5
Cc1ccc(-c2nc(-c3ccncc3)no2)c(C)c1 | ? | 18.4 | -5.7 | 7.2 | 2.9% | -7.4% | 8.9% | 3.1% | -8.6% | 6.1
O=C(COc1ccccc1)Nc1cc2c3c(c1)CC(=O)N3CCC2 | ? | 7.3 | -5.6 | 19.9 | 0.3% | 0.9% | -8.7% | 16.1% | -0.9% | -5.2
CC1(C)O[C@@H]2[C@H](O1)[C@@H](COS(=O)(=O)O)O[C@H]2n1cnc2c(=O)[nH]cnc21 | 15.2% | -3.4 | 37.7 | 17.0 | 1.1% | -1.9% | -22.2% | 6.3% | -5.0% | -2.9
CCOC(=O)c1ccc(NC(=O)c2ccc(NC(=O)c3ccccc3)cc2)cc1 | -19.0% | -11.4 | -9.1 | -6.3 | 6.0% | 4.6% | · | -19.4% | -0.3% | -3.4
CN(c1ccccc1)S(=O)(=O)c1cccc(NC(=O)C2CC(=O)N(Cc3ccccc3)C2)c1 (configuration not stated) | ? | 10.8 | 2.2 | -15.5 | 1.1% | 0.5% | 0.0% | -3.9% | 1.1% | 9.3
N#Cc1ccccc1COc1ccc(/C=C/C(=O)O)cc1 | 6.6% | -2.6 | -4.4 | -7.8 | -0.6% | 1.3% | -0.1% | -27.1% | 3.3% | -0.4
